Source: PubChem (Southern Research Specialized Biocontainment Screening Center)
Salmonella PhoP GFP – Inhibition of PhoP regulon, Salmonella typhi GFP reporter cells, confirmation, 4 h (AID 1850). Salmonella Typhi PhoP-promoter GFP reporter, fluorescence, 4 h; higher % means a stronger effect. one-dose inhibition, % at 50 µM; IC50 in µM for titrated hits. 310,000 compounds, 0.33% hits; in the data active = a potency from the dose series;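 note: 0% = induced wells with vehicle and 100% = uninduced wells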
VEEV TC-83 Vero – inhibitors of VEEV TC-83 cytopathic effect, confirmation, Vero cells (AID 588727). Vero cells, VEEV TC-83 cytopathic effect inhibition; higher % means a stronger effect. inhibition, % at 20 µM, or IC50 in µM where a hit was titrated. 350,000 compounds, 0.13% hits; in the data active = a potency from the dose series; note: strong numbers were not always called active
Starred values were filed as active, the others as inactive; · = not tested or not shown. An excerpt; the hit share may differ from the screen's.

SMILES	Salmonella PhoP GFP	VEEV TC-83 Vero
CCCOc1ccc2nc(NC(=O)OC)[nH]c2c1	-11%	·
O=C(O)Cc1sc(-c2ccccc2)nc1-c1ccc(Cl)cc1	·	4.3%
